TRPC4 inh = TRPC4 (mouse) channel inhibition; AID 2247; Q9QUQ5; B-score at 10 µM; 0.39% of 300,000 active; HEK293 TRPC4beta/mu-opioid, DAMGO-evoked Fluo4 calcium flux; hits give low values;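 active = B-score over 3 SD under the library average, no early fluorescence shift, positive overall ratio signal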
Target sequence (Q9QUQ5 whole entry, looked up): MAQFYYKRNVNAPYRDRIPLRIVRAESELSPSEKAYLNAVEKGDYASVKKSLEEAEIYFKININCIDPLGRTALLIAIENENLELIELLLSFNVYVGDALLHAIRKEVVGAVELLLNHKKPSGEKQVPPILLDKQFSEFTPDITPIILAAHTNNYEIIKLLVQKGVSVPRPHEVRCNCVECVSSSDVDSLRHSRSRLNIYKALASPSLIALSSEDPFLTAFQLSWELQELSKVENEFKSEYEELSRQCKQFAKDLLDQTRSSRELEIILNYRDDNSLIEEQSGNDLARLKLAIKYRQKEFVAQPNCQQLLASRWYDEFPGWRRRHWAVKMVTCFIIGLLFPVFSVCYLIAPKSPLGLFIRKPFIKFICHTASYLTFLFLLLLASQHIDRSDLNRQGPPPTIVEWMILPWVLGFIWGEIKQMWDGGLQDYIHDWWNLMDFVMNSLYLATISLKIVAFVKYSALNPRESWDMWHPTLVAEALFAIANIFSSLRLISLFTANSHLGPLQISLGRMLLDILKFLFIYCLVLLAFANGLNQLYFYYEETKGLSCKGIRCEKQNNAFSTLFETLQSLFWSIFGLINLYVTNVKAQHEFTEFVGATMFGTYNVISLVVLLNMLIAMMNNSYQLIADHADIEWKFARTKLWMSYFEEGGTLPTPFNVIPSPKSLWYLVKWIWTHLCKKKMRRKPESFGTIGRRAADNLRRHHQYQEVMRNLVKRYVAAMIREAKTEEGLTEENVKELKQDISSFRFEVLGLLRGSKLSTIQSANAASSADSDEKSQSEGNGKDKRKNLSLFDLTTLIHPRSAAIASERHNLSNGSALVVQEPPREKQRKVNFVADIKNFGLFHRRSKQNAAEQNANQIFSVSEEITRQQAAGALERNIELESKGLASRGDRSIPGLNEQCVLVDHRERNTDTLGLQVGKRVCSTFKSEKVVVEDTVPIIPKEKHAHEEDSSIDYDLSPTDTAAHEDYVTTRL
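Signal: kinetic Fluo4 fluorescence imaging of calcium influx. Material: stable TRPC4beta/mu-opioid receptor HEK293 cells. Probe or stimulus: DAMGO in two steps, submaximal then maximal.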
hERG rescue = shields human hERG channel from block by proarrhythmic agents; 0.51% of 310,000 active; activation (rescue from dofetilide block), less the hit threshold, % at 10 µM; Q12809; AID 1511; CHO-hERG, FluxOR thallium flux, dofetilide IC70 present;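 active = activation above the mean of controls blocked by dofetilide plus 5 SD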;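 note: thallium influx through hERG after potassium depolarization seen as dye fluorescence rise; in these data hits start at about 4.7%; inactives centre near -7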
TRPC4 act = activators of mouse TRPC4 channel; 0.49% of 310,000 active; B-score at 10 µM; HEK293 TRPC4beta/mu-opioid, Fluo4 calcium fluorescence; hits give high values; Q9QUQ5;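 active = B-score above 5 SD of library B-scores, and initial fluorescence ratio not above library mean plus 5 SD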;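 note: positive B-score marks a calcium rise read as TRPC4 activation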
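system = HEK293 cells stably co-expressing mouse TRPC4beta and mu-opioid receptor | schedule = Fluo4 dye loading 45 min at room temperature, 110 s recording | measure = B-scored integrated calcium fluorescence ratio | signal = Fluo4 calcium-sensitive dye fluorescence, kinetic, 1 Hz baseline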
KCNK9 block = blocks the human KCNK9 two-pore domain potassium channel; Q9NPC2; HEK293 KCNK9, FluxOR thallium flux fluorescence; hits give low values; B-score at 10 µM; 1.2% of 310,000 active;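 active = ratio B-score over 3 SD below the library mean, with starting fluorescence within 5 SD of its mean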;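 note: negative B-score means less thallium flux so channel inhibition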
TRPC4 potent = allosteric potentiators of mouse TRPC4 channel. Q9QUQ5. HEK293 TRPC4beta/mu-opioid, DAMGO EC20, Fluo-4 Ca2+ flux; hits give high values. B-score at 10 µM. 0.42% of 310,000 active. AID 2227;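 active = B-score of calcium response area above 5 SD of library B-scores, with initial fluorescence ratio within 5 SD of library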;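 note: B-score of integrated fluorescence ratio over time as area under calcium response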
Platelet DG rel = platelet dense granule release activity; AID 1663; 0.22% of 300,000 active; human platelet-rich plasma, SFLLRN dense granule ATP release, luminescence; inhibition, %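 (compounds screened at 7.5 µM in platelet-rich plasma)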;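 active = mean replicate score, as percent of positive control, at or above 50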
PolyA inhibitor = inhibitors of polyadenylation in S. cerevisiae; S. cerevisiae SKY197-pL101 polyadenylation reporter, beta-gal luminescence; efflux-impaired pdr1/pdr3 knockout yeast; score 100 = 6 SD above DMSO; calls only at 12 µM; 0.02% of 300,000 active;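 active = lowest replicate activity score at least 50, where 100 means six control SD above control mean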;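 note: yeast exposed to compound for 9 h at 30 °C; higher score means more reporter readthrough which indicates perturbed polyadenylation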
KCNK3 block = human KCNK3 channel inhibition, primary screen; 0.84% of 340,000 active; B-score at 10 µM; CHO-KCNK3 thallium flux, FluxOR fluorescence; hits give low values; AID 602410;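 active = B-score under library mean minus 4 SD, starting fluorescence ratio at most library mean plus 5 SD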;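 note: more negative B-score means stronger inhibition of thallium flux through KCNK3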
Dyrk1A ADPGlo = Dyrk1A (rat) kinase inhibition; ADP-Glo luminescence, NFATc1 peptide; inhibition, % at 12.5 µM; 0.43% of 310,000 active; AID 504441; in the data active = inhibition above about 50%;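 note: plate controls were vehicle with enzyme for no effect and no enzyme for full effect; many of its hits are not listed in these tables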
KCNQ1 pot = human KCNQ1 channel potentiation or activation. 0.35% of 310,000 active. CHO-K1 KCNQ1, thallium flux FluxOR fluorescence; hits give high values. B-score at 10 µM. AID 2648;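 active = fluorescence ratio B-score, a plate-corrected score, at least three library SD, with initial intensity B-score within 5 SD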
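Assay system: CHO-K1 cells stably expressing KCNQ1. Medium: assay buffer for compound exposure, DMSO matched across wells. Timing: 37 °C overnight plating, 90-min dark dye load, 20-min compound pretreatment. Signal: kinetic FluxOR fluorescence, 10 s baseline plus 110 s post-stimulus.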
KCNQ1 inh = inhibitors of human KCNQ1 potassium channel; P51787; CHO-K1 KCNQ1, FluxOR thallium flux fluorescence; hits give high values; B-score at 10 µM; 1.3% of 310,000 active; AID 2642;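 active = compounds whose thallium flux B-score, printed positive for inhibition, exceeds three library SD while starting fluorescence stays within three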;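 note: channel opened by potassium depolarization with thallium stimulus after 20 min compound exposure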
Starred values were filed as active, the others as inactive; i = inactive; . = not tested or not shown.

SMILES	TRPC4 inh	hERG rescue	TRPC4 act	KCNK9 block	TRPC4 potent	Platelet DG rel	PolyA inhibitor	KCNK3 block	Dyrk1A ADPGlo	KCNQ1 pot	KCNQ1 inh
CN1C(=O)C(=Cc2sc(=O)n(-c3ccccc3)c2N(C)C)C(=O)N(C)C1=O	i	-13	i	i	i	-1	i	i	6	i	i
Cc1cc(/C=C2\C(=O)NC(=O)N(c3ccc(F)cc3)C2=O)c(C)n1-c1cccc(C(=O)O)c1	i	-4	i	i	i	0	i	i	-1	i	i
CCC(=O)Nc1cc(C(=O)N2CCC3(CC2)OCCO3)ccc1S(=O)(=O)c1ccc(C)cc1	i	-6	i	i	i	-13	i	i	-6	i	i
CCC1(C)OC(c2ccccc2)=C/C(=C/C=C2C(=O)NC(=O)NC2=O)O1 (stereo not given)	i	-9	i	i	i	12	i	i	-1	i	i
CC1CCCCN1C(=O)Cn1cc(C=C2C(=O)N(C)C(=O)N(C)C2=O)c2ccccc21 (stereo not given)	i	-13	i	i	i	-2	i	i	3	i	i
Clc1ccc(CCNCc2ccncc2)c(Cl)c1	i	-5	50*	i	i	5	i	i	5	i	i
CCCCCCn1c(O)c(C(C)=NC)c(=O)[nH]c1=O	i	0	i	i	i	2	i	i	-4	i	i
CCOC(=O)C1(c2ccccc2)CCN(Cc2cccc(C(=O)O)c2)CC1	i	-2	i	i	i	3	i	i	-5	i	i
CN1Cc2cccnc2N(C)Cc2cc(Cl)ccc21	i	-10	i	i	i	-6	i	i	-4	i	i
COc1ccc(NP(=O)(Nc2ccc(OC)cc2)Oc2ccccc2)cc1	i	-14	i	i	12*	-10	i	i	-12	i	i
Cc1cc(C)nc(NS(=O)(=O)c2ccc(N=Cc3c(O)n(C)c(=O)n(C)c3=O)cc2)n1	i	-7	i	i	i	-2	i	i	15	i	i
COC(=NC1CCCCC1)C(O)c1c[nH]c2ccccc12 (stereo not given)	i	-14	i	i	i	-1	i	i	-3	i	i
c1ccc(C(OCCN2CCNCC2)c2ccccc2)cc1	i	-6	i	i	i	-9	i	i	-1	i	i
CNCCc1ccc(OC)c(OC)c1	i	-6	i	i	i	1	i	i	5	i	i
COc1ccccc1-n1c(/C=C/c2ccc(O)cc2)nc2ccccc2c1=O	i	-6	i	i	i	1	i	i	6	i	i
Cc1nn(Cc2ccccc2Cl)c(Cl)c1C(=O)O	i	-9	i	i	i	2	i	i	.	i	i
C=CCn1c(O)c(C(CC)=Nc2ccc(C(=O)O)cc2)c(=O)[nH]c1=O	i	-9	i	i	i	-1	i	i	-3	i	i
Cc1cccc(NC(=O)[C@@H](NC(=O)N2C[C@H]3C[C@@H](C2)c2cccc(=O)n2C3)C(C)C)c1	i	-3	i	i	i	2	i	i	3	i	i
COc1ccc(NC(=O)c2cn(CCC#N)nc2-c2ccc([N+](=O)[O-])cc2)cc1	i	-9	i	i	i	11	i	i	.	i	i
COc1cc2c(cc1OC)-c1c(OC)c(OC)cc3c1[C@H](C2)[N+](C)(C)CC3	i	-4	i	i	i	-2	i	i	1	i	i
CSc1ncc(/C=C2/C(=O)NC(=O)N(c3ccc(C(C)C)cc3)C2=O)cn1	i	-5	i	i	i	-2	i	i	5	i	i
Oc1cc2c(cc1O)[C@H]1c3ccccc3CN[C@@H]1CC2	i	-10	i	i	i	-1	i	.	.	i	i
COc1ccccc1N1CCN(Cc2ccc(Br)cc2)CC1	i	-5	i	i	i	13	i	i	9	i	i
C[N+](C)(C)Cc1ccccc1	i	-3	i	i	i	-4	i	i	3	i	i
CC1=NN(c2ccccc2)C(=O)/C1=C/c1c(O)[nH]c(=S)[nH]c1=O	i	-4	i	i	i	0	.	i	-3	i	i
O=c1[nH]c(O)c(/C=C2/C=CC(c3cc(Cl)ccc3Cl)=N2)c(=O)[nH]1	i	7.2*	i	i	i	-2	i	i	3	i	i
CCN1C[C@]2(COC)CC[C@H](OC)[C@@]34C5C[C@H]6C(=O)C5[C@](O)(C[C@H]6OC)[C@@](O)(C(OC)C23)[C@@H]14 (stereo not given in full)	i	-5	i	i	i	-6	.	i	3	i	i
Nc1ccc(C2(c3ccc(N)cc3)CN3CCC2CC3)cc1	i	-9	i	i	i	-9	i	i	0	i	i
Cc1ccccc1C1=NCC(=S)Nc2ccc(Cl)cc21	i	-8	i	i	i	-8	i	i	5	i	i
CCn1c(=N)n(Cc2ccccc2F)c2ccccc21	i	4	i	i	i	3	i	i	1	i	i

Rewritten with bars between the fields: three of the compounds above.
smiles | TRPC4 inh | hERG rescue | TRPC4 act | KCNK9 block | TRPC4 potent | Platelet DG rel | PolyA inhibitor | KCNK3 block | Dyrk1A ADPGlo | KCNQ1 pot | KCNQ1 inh
Oc1cc2c(cc1O)[C@H]1c3ccccc3CN[C@@H]1CC2 | i | -10 | i | i | i | -1 | i | . | . | i | i
COc1ccccc1N1CCN(Cc2ccc(Br)cc2)CC1 | i | -5 | i | i | i | 13 | i | i | 9 | i | i
C[N+](C)(C)Cc1ccccc1 | i | -3 | i | i | i | -4 | i | i | 3 | i | i

Remaining list, next part:
SMILES	TRPC4 inh	hERG rescue	TRPC4 act	KCNK9 block	TRPC4 potent	Platelet DG rel	PolyA inhibitor	KCNK3 block	Dyrk1A ADPGlo	KCNQ1 pot	KCNQ1 inh
CN(C)c1ccc(/C=C/[N+](=O)[O-])cc1	i	-17	i	i	i	2	i	i	-4	i	12*
O=C1Nc2ccccc2/C1=C/c1cnc[nH]1	i	-16	i	i	i	-6	i	i	40	i	i
Cc1cc(C=C2C(=O)N(C)C(=O)N(C)C2=O)c(C)n1-c1ccccc1	i	-8	i	i	i	1	i	i	-8	i	i
CC(C)C1(C)N=C(c2ncccc2C(=O)O)NC1=O (stereo not given)	i	-10	i	i	i	2	i	i	4	i	i
COc1ccc2c(c1)/C(=C/c1cnc[nH]1)C(=O)N2	i	1	i	i	i	5	i	i	83*	8*	i
O=C1COc2ccc(C(=O)COC(=O)Cc3ccccc3)cc2N1	i	-10	i	i	i	6	i	i	8	i	i
CC#CP(=O)(OC)C(O)(CF)c1ccccc1 (stereo not given)	i	-6	i	i	i	-2	i	i	-3	i	i
CC(Cc1ccccc1Sc1ccccc1O)N(C)C (stereo not given)	-7*	-3	i	i	i	-6	i	i	8	i	i
COc1ccc(CN2C(=O)NC(=O)/C(=C/c3cc(OC)c(OC)c(OC)c3)C2=O)cc1	i	-4	i	i	i	-15	i	i	.	i	i
N#Cc1ccc(NC(=O)CN2CCCCCC2)cc1Cl	i	-3	i	i	i	0	i	i	7	i	i
Cc1cccc(-n2c(-c3ccco3)nc3ccccc3c2=O)c1C	i	-8	i	i	i	1	i	i	14	i	i
O=[N+]([O-])c1ccc2c(c1)C(c1ccccc1)=NCCN2	i	-3	i	i	i	7	i	i	-4	i	i
CCCN(CCC)C1Cc2cc(OC)c(OC)cc2C1	i	-5	i	i	i	-4	i	i	-1	i	i
N#CC(c1ccccc1)N1CCOCC1 (stereo not given)	i	-4	i	i	i	-2	i	i	-1	i	i
Clc1ccc(N2CC2c2ccncc2)cc1 (stereo not given)	i	-2	i	i	i	3	i	i	0	i	i
CC1=CC(=C2C(=O)NC(=O)NC2=O)C=C(C(F)(F)F)N1Cc1ccccc1	i	-19	i	i	i	1	i	i	8	i	i
COc1ccc(CCNCc2cccc(C(F)(F)F)c2)cc1OC	i	-3	i	i	i	-15	i	i	-2	i	i
COc1cc(/C=C2/C(=O)NC(=O)N(c3ccc(C)cc3)C2=O)cc(OC)c1OC	i	-6	i	i	i	-1	i	i	1	i	i
OC(CNC1CCCCCCC1)c1ccccc1 (stereo not given)	i	-3	i	i	i	28	i	.	.	i	i
O=C1NC(=O)N(c2ccccc2)C(=O)/C1=C\c1ccc([N+](=O)[O-])s1	i	-4	i	i	i	27	i	i	.	i	i
NC1C2CN3CCN(C2)CC1(c1ccccc1)C3 (stereo not given)	i	-13	i	i	i	0	i	i	-6	i	i
CCC(=NCCN1CCOCC1)c1c(O)n(C2CCCCC2)c(=O)[nH]c1=O	i	-9	i	i	i	21	i	i	-2	i	i
O=C1NC(=O)N(Cc2ccccc2Cl)C(=O)/C1=C/c1cccs1	i	-6	i	i	i	8	i	i	-7	i	i
COC[C@]12CN(C)C3C4[C@H](OC)[C@H]1C3([C@@H](OC)C[C@H]2O)[C@@H]1C[C@@]2(O)[C@H](OC(=O)c3ccccc3)[C@@H]1[C@]4(OC(C)=O)[C@@H](O)[C@@H]2OC	i	-2	i	i	i	-7	i	.	.	i	i
CC1CCCN(C(=O)c2ccc(N3CC4CC(C3)c3cccc(=O)n3C4)c([N+](=O)[O-])c2)C1 (stereo not given)	i	-11	i	i	i	8	i	i	-4	i	i
O=C(c1ccccc1)c1cn(CC(=O)N2CCCc3ccccc32)c2ccccc12	i	-16	i	i	i	-4	i	i	-2	i	i
Cc1ccc(-n2c(O)c(/C=N/N3CCCCC3c3cccnc3)c(=O)[nH]c2=S)cc1 (stereo not given)	i	-12	i	i	i	-3	i	i	1	i	i
CCOC(=O)c1c(-n2c(C)cc(C=C3C(=O)NC(=O)NC3=O)c2C)sc2c1CCCC2	i	-8	i	i	i	-10	i	i	-8	i	i
C=CCn1c(O)c(C(C)=NC(C)c2ccccc2)c(=O)[nH]c1=O (stereo not given)	i	-11	i	i	i	4	i	i	3	i	i
COc1ccccc1CCNC1CCCC(C)C1 (stereo not given)	i	-7	i	i	i	3	i	i	4	i	i
Cc1ccc(C2N(c3ccccn3)C(=O)C3CCCN32)o1 (stereo not given)	i	-3	i	i	i	0	i	i	5	i	i
Nc1ccc(Cl)cc1C(=O)c1ccccc1Cl	i	-12	i	i	34*	-13	i	i	4	i	i
N#CSCC(=O)N1c2ccccc2CCc2ccccc21	i	-15	i	-6.9*	i	12	i	i	1	i	i
CCOc1ccccc1N1C(=O)NC(=O)C(CCc2ccncc2)(CCc2ccncc2)C1=O	i	-9	i	i	i	-1	i	i	-7	i	i
O=C1NC(=O)[C@]2(Cc3ccccc3N3CCN(c4ccccc4)CC32)C(=O)N1c1ccccc1 (stereo not given in full)	i	-14	i	i	i	-1	i	i	-1	i	i
COC(=O)C(O)(c1ccc(N(C)S(=O)(=O)c2ccccc2)cc1)C(F)(F)F (stereo not given)	i	2	i	i	i	-2	i	i	5	i	i

Assay outcomes: PubChem, several laboratories

The list is partial; count on the stated rates, not on these rows.
